Screening results: PubChem BioAssay, several laboratories
M4 antag – human M4 muscarinic receptor antagonists, primary screen, CHO cells, Fluo-8 calcium fluorescence. CHO-hM4 cells, ACh EC80. inhibition, % at 3 µM. 360,000 tested, 0.73% active;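 active means inhibition above its plate's cutoff, the mean inhibition of sample wells plus 3 SD, cut at about 27% in these data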;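 further: 0% = acetylcholine EC80 with DMSO and 100% = DMSO without agonist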
CRFR2-BP ag – agonists of CRF-BP/CRF-R2 complex, primary screen, cell-based, HEK293, calcium dye fluorescence, uHTS; CRF-binding protein / CRF receptor 2 complex (human); calcium dye fluorescence (FLIPR); percent of saturating CRF peptide response; activation, % at 13.2 µM; 350,000 tested, 0.46% active; AID 588473, 2011;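 active means activation of at least 50%, plus an integration ratio under a set limit after plate pattern correction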;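 further: plate controls were neutral control wells without compound for no effect and CRF at EC100 for full effect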
CHRM5 agonist – human M5 muscarinic receptor agonists, primary screen, CHO-K1 cells, Fluo-8 calcium fluorescence; AID 624037, 2012; Muscarinic acetylcholine receptor M5 (Homo sapiens), P08912; CHO-K1 hM5 cells; 0% DMSO wells, 100% maximal acetylcholine response; 360,000 tested, 0.19% active; activation, % at 3 µM;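 active means activation above the run's mean over test compounds plus 3 SD, cut at about 23% in these data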;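 further: signal is peak over basal fluorescence ratio across the kinetic read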
Target sequence (P08912 whole entry, looked up): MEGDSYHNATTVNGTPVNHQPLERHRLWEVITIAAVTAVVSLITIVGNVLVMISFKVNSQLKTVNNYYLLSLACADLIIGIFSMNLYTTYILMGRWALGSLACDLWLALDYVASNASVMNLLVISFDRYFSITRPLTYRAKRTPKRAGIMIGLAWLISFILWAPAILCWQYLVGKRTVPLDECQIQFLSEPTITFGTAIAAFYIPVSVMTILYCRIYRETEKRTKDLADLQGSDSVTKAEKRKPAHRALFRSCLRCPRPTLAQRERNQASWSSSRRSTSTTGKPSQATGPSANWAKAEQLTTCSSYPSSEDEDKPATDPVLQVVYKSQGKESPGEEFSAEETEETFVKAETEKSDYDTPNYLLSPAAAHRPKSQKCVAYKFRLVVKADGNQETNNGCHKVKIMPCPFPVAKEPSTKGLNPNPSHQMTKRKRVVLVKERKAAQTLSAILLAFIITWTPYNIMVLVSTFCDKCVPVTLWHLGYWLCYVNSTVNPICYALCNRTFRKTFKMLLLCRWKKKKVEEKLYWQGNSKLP
M1 PAM – human M1 muscarinic receptor positive allosteric modulators, primary screen, CHO-K1 cells, Fluo-8 calcium fluorescence, 1536-well. Muscarinic acetylcholine receptor M1 (Homo sapiens), P11229. CHO-K1 hM1, ACh EC20; 0% = ACh EC20, 100% = maximal ACh. activation, % at 3 µM. 360,000 tested, 0.088% active; in the data active means activation above about 19%, passing the limit was not always enough
Target sequence (P11229 whole entry, looked up): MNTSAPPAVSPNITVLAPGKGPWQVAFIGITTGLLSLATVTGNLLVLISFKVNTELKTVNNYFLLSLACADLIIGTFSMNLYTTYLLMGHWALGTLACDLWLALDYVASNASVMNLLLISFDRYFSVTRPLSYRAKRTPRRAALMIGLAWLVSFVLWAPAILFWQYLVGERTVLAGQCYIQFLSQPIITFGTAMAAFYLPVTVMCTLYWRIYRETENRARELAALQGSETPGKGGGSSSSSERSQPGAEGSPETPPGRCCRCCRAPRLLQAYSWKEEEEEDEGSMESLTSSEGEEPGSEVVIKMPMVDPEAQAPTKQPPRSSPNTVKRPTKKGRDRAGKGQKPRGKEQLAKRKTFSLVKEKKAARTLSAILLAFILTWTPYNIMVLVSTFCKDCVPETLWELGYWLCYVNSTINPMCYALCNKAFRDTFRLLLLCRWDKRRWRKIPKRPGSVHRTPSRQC
CHRM1 antagonist – human M1 muscarinic receptor antagonists, primary screen, CHO-K1 cells, Fluo-8 calcium fluorescence, 1536-well | CHO-K1 hM1, ACh EC80 antagonist | Muscarinic acetylcholine receptor M1 (Homo sapiens), P11229 | inhibition, % at 3 µM | 360,000 tested, 1.3% active;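 active means percent inhibition above its own plate's cutoff, namely the mean of that plate's compound wells plus 3 SD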;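 further: peak over basal fluorescence ratio during 140 s after agonist addition; 0% = ACh EC80 plus DMSO and 100% = DMSO alone without agonist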
CHRM4 agonist – human M4 muscarinic receptor agonists, primary screen, CHO-K1 cells, Fluo-8 calcium fluorescence. Muscarinic acetylcholine receptor M4 (Homo sapiens), P08173. CHO-K1 hM4/Gqi5; vehicle 0%, full acetylcholine response 100%. activation, % at 3 µM. 360,000 tested, 0.14% active;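 active means activation above the run mean over all test wells plus 3 SD, cut at about 32% in these data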;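 further: peak over basal fluorescence ratio per well then scaled between controls; 0% = DMSO wells and 100% = acetylcholine at EC100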
M4 PAM – human M4 muscarinic receptor positive allosteric modulators, primary screen, CHO-K1 cells, Fluo-8 calcium fluorescence | Muscarinic acetylcholine receptor M4 (Homo sapiens), P08173 | CHO-K1 hM4/Gqi5, ACh EC20; 0% = ACh EC20, 100% = maximal ACh | activation, % at 3 µM | 360,000 tested, 0.4% active | AID 624126, 2012;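 active means activation above its plate's cutoff, the mean activation of sample wells plus 3 SD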; further: some results filed as inactive read as strong as hits
CHRM5 antagonist – human M5 muscarinic receptor antagonists, primary screen, CHO cells, Fluo-8 calcium fluorescence | Muscarinic acetylcholine receptor M5 (Homo sapiens), P08912 | CHO-hM5 cells, ACh EC80 | inhibition, % at 3 µM | 360,000 tested, 0.59% active | AID 624040, 2012;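 active means inhibition above a per-plate cutoff, the mean of that plate's test compounds plus 3 SD, cut at about 27% in these data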;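 further: 0% = acetylcholine EC80 with DMSO and 100% = DMSO without agonist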
M5 PAM – human M5 muscarinic receptor positive allosteric modulators, primary screen, CHO-K1 cells, Fluo-8 calcium fluorescence; 360,000 tested, 0.3% active; AID 624038, 2012; CHO-K1 hM5, ACh EC20 PAM; 0% = ACh EC20, 100% = ACh EC100; activation, % at 3 µM; Muscarinic acetylcholine receptor M5 (Homo sapiens), P08912;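 active means activation above the run cutoff, the mean activation of all test compounds plus 3 SD, cut at about 18% in these data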
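Test system: CHO-K1 hM5 cells / Doses: single-point, 3 µM nominal / Times: Post-acetylcholine fluorescence recording 140 s / Technique: Fluo-8 calcium fluorescence / Measure: Max/basal fluorescence ratio as % of EC20–EC100 ACh window / Benchmarks: low control EC20 acetylcholine (0%), high control EC100 acetylcholine (100%) / Replicates: one well per compound, no replicates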
Starred values were filed as active, the others as inactive; / = not tested or not shown.

item	M4 antag	CRFR2-BP ag	CHRM5 agonist	M1 PAM	CHRM1 antagonist	CHRM4 agonist	M4 PAM	CHRM5 antagonist	M5 PAM	molecule
1	5.2	1.3	3.1	8.0	-9.5	1.0	0.2	3.8	2.7	COCCN(C(=O)COC(=O)/C=C/c1ccc(SC)cc1)c1c(N)n(Cc2ccccc2)c(=O)[nH]c1=O
2	-5.8	0.4	0.0	-0.7	0.3	2.6	0.1	3.3	-2.1	COc1cccc(Oc2ccc(C(F)(F)F)cc2NC(=O)CN2C(=O)NC3(CCCC3)C2=O)c1
3	2.9	-1.6	4.5	-7.5	21.4	9.7	-9.0	12.2	-17.5	Clc1ccc(CSc2nnc(Cn3cnc4ccccc43)o2)cc1
4	-5.0	-0.9	2.8	14.2	-22.4	1.3	-9.4	-3.4	8.2	Cc1cccc(OCC(=O)NCC(=O)N/N=C/c2ccc(O)cc2O)c1
5	-3.4	-0.8	-2.6	-1.4	4.0	1.0	1.1	-2.2	5.3	O=C(O)COc1ccc(S(=O)(=O)N2CCCC2)cc1
6	0.0	-0.7	3.2	6.9	-5.1	-1.3	3.6	0.2	-2.7	COc1cc(C2NC(=O)NC(c3ccccc3)=C2C(C)=O)ccc1OCC(=O)O (centres undefined)
7	7.7	-1.4	3.8	6.7	5.4	11.2	-22.2	4.0	-13.8	COC(=O)c1ccccc1-c1ccc(/C=N/Nc2nc(N3CCCC3)nc(N3CCCC3)n2)o1
8	7.3	-0.2	-0.3	1.6	2.1	-0.4	-7.6	4.0	-2.0	CC1CCN(C(=O)CNC(=O)c2cccc(OC(F)F)c2)CC1
9	-3.3	1.1	2.2	-7.5	14.3	21.5	-5.7	7.9	-18.4	O=C(Nc1ccc(N2CCOCC2)c(Cl)c1)c1ccc(F)cc1
10	-1.0	4.4	0.2	4.4	-6.5	1.2	3.0	6.1	0.8	Cc1c(N)cccc1-n1cccc1
11	11.1	-1.4	-0.8	7.7	-9.8	-0.1	-2.7	-0.7	1.6	COc1cccc(-n2c(C)nn(C)c2=O)c1
12	-4.4	1.6	1.1	1.4	-10.8	0.5	7.1	12.7	-3.5	O=C(C[C@H]1C[C@@H]2c3cc(NC(=O)C4CCC4)ccc3O[C@@H]2[C@H](CO)O1)NC1CCCCC1
13	2.1	4.0	-1.3	9.2	-11.5	5.4	-3.0	6.7	-1.3	O=S(=O)(c1ccccc1)N1CCN(C(=S)NCCc2ccccc2)CC1
14	-10.1	-1.2	-0.2	1.9	-0.1	1.3	-6.2	-4.7	-1.5	CSc1ccc(CCNC(=O)C2CCN(c3nnc(-n4cccc4)s3)CC2)cc1
15	-6.1	-1.5	-1.6	3.5	-2.8	-1.2	5.1	-0.6	-0.2	CC1CN(Cc2cc(=O)oc3cc(O)c(Cl)cc23)CC(C)O1 (centres undefined)
16	-13.9	0.7	-1.7	9.0	-12.5	0.6	9.1	14.1	-6.9	Cc1ccc(C(=O)N2CCC(N3CCC(C(=O)N4CCOCC4)CC3)CC2)cc1C
17	-8.3	-0.3	-1.1	5.4	-3.6	0.9	6.2	-8.2	0.3	Cc1nc2ccccc2c(=O)n1/N=C/c1cccs1
18	-7.1	-0.4	-2.2	8.2	-6.1	0.8	10.1	-11.4	4.2	COc1ccc(/C=C(\NC(=O)c2ccco2)C(=O)Nc2ccc(C(C)=O)cc2)cc1
19	0.3	2.2	1.1	3.4	-1.8	0.0	-3.4	8.5	0.2	COC(=O)[C@@H]1CC[C@@](C)(c2ccc(OC)cc2)C1(C)C
20	5.1	0.2	-0.1	9.0	-18.9	0.5	-6.9	1.1	3.0	COc1ccc2[nH]c(C)c(CN3CCCCC3)c(=O)c2c1
21	1.2	-0.2	-14.7	5.4	-6.7	-0.3	7.5	5.4	-0.1	c1ccc(CNc2ccccn2)cc1
22	-0.3	-3.3	2.5	11.5	-9.3	0.0	11.5	-1.0	6.2	CCOCc1cnc(C)nc1NCC(=O)c1c(C)[nH]c2cc(C)ccc12
23	-8.7	2.5	-5.5	9.5	-12.2	1.3	5.9	15.6	-9.6	Cc1cc(C)c(C)c(S(=O)(=O)NCCCN2CCCC2=O)c1C
24	-8.8	5.6	0.8	-2.7	-4.5	0.5	1.6	-2.7	1.1	O[C@@H]1CN(Cc2cccs2)[C@@H](c2ccccc2)C[C@H]1n1cc(-c2ccc(F)cc2)nn1
25	1.1	-2.9	-1.1	-3.9	0.8	2.9	-2.2	-0.7	-5.5	COC(=O)N/N=C/c1cc(Br)ccc1O

Reformatted: entries from further up.
nr	Structure	M4 antag	CRFR2-BP ag	CHRM5 agonist	M1 PAM	CHRM1 antagonist	CHRM4 agonist	M4 PAM	CHRM5 antagonist	M5 PAM
11	COc1cccc(-n2c(C)nn(C)c2=O)c1	11.1	-1.4	-0.8	7.7	-9.8	-0.1	-2.7	-0.7	1.6
13	O=S(=O)(c1ccccc1)N1CCN(C(=S)NCCc2ccccc2)CC1	2.1	4.0	-1.3	9.2	-11.5	5.4	-3.0	6.7	-1.3
12	O=C(C[C@H]1C[C@@H]2c3cc(NC(=O)C4CCC4)ccc3O[C@@H]2[C@H](CO)O1)NC1CCCCC1	-4.4	1.6	1.1	1.4	-10.8	0.5	7.1	12.7	-3.5

Additional structures.
item	M4 antag	CRFR2-BP ag	CHRM5 agonist	M1 PAM	CHRM1 antagonist	CHRM4 agonist	M4 PAM	CHRM5 antagonist	M5 PAM	molecule
26	-3.0	0.7	-0.4	1.0	-7.5	-0.1	4.6	11.5	-0.3	Cc1c2cc[n+](CCN3CCCCC3)cc2c(C)c2c1[nH]c1ccc(O)cc12
27	-20.6	1.0	-1.6	-1.2	-1.2	2.1	8.0	5.0	-0.6	COc1ccc(C2(C)NC(=O)N(CC(=O)Nc3ccc4[nH]c(=O)[nH]c4c3)C2=O)cc1 (centres undefined)
28	-4.2	76.2*	6.7	-1.5	-0.7	0.9	2.3	-1.3	-3.4	COc1ccc(-n2c(O)c(/C=C3\C=Nc4ccccc43)c(=O)[nH]c2=O)cc1
29	3.4	0.9	2.6	5.7	2.4	1.1	0.9	6.2	3.4	CC[C@]12C(=O)N(C)C[C@H]([C@@H]3C(=O)N(C)C(=O)[C@@H]31)N2C(=O)c1ccc(Cl)cc1
30	-0.7	-0.3	-5.4	-3.6	7.2	-0.1	3.5	13.5	-3.9	O=C(CN1CCN(S(=O)(=O)c2ccc(F)cc2)CC1)N1CCOCC1
31	7.2	0.0	-1.1	-2.2	11.6	0.8	-3.6	6.9	-1.3	COc1ccc(OC)c(S(=O)(=O)N/N=C\c2c[nH]c3ccccc23)c1
32	-6.5	0.4	-1.4	13.1	-21.3	1.1	11.2	-0.2	-1.4	Cc1sc2ncnc(SCC(=O)NC3CCS(=O)(=O)C3)c2c1C (centres undefined)
33	-16.5	8.2	5.5	1.8	-1.7	6.3	-3.9	-4.8	-4.5	COc1ccc(OC)c(-c2csc(NC(=O)Cn3[nH]c(=O)c4ccccc4c3=O)n2)c1
34	5.7	0.9	-2.5	7.2	-7.5	1.9	7.8	4.2	1.9	CC(C)(C)c1ccc(C(=O)NCC(=O)N2CCC3(CC2)NCCc2[nH]cnc23)cc1
35	-2.9	-1.0	1.9	0.0	15.6	0.9	6.0	2.4	2.6	CCN1CCN(c2ccc(S(=O)(=O)N3CCOCC3)cc2NC(=O)c2ccc(C)c(C)c2)CC1
36	10.9	0.2	-3.5	-0.8	1.5	0.7	-3.8	3.6	-13.4	O=C(N/N=C/c1cn(-c2ccccc2)nc1-c1cc2ccccc2o1)c1c[nH]c2ccccc12
37	-11.8	0.9	-7.6	3.1	-10.1	-0.2	-2.6	1.1	3.0	CCN(CC)CC(=O)Nc1sc(C)cc1C(=O)c1ccc(C)cc1
38	-8.1	-0.8	-2.0	3.4	0.8	5.0	-1.3	4.9	4.2	Cc1ccc(C)c(N2CCN(C(=O)c3ccc4nc(-c5ccco5)c(-c5ccco5)nc4c3)CC2)c1
39	-7.3	1.7	1.5	11.4	-14.6	0.2	7.3	3.1	2.3	COc1ccc(N2CCN(Cc3cc(=O)c(OCC(=O)Nc4ccccc4)co3)CC2)cc1
40	20.3	6.2	-7.6	-2.7	0.2	-0.8	-22.3	-0.4	-9.1	COc1cc(C)nc(N(Cc2ccccc2)S(=O)(=O)c2ccc(C)cc2)n1
41	8.7	0.8	3.0	5.5	-8.2	0.5	8.3	-4.9	9.9	C/C(=C\C(=O)C(F)(F)F)Nc1cc(C)cc(C)c1
42	-2.6	4.0	-3.1	0.2	-4.4	-0.1	1.8	8.7	-2.3	CCN(CC)C(=O)C1CCN(Cc2ccc(OCc3ccccc3)c(OC)c2)CC1
43	0.5	2.0	-0.5	2.3	-14.4	0.4	3.9	-0.5	1.2	Cc1nc2sc(C(c3ccccc3)N3CC(C)OC(C)C3)c(O)n2n1 (centres undefined)
44	1.9	0.2	0.7	4.5	5.2	0.3	2.4	-6.3	3.8	O=C(NCC(=O)N(c1ccc(F)cc1)C(C(=O)NC1CCCC1)c1cccnc1)c1cccs1 (centres undefined)
45	-15.9	/	-1.0	1.3	-7.9	0.4	-0.9	3.2	-3.4	CCCS(=O)(=O)NC(=O)C1(C)CCN(C(=O)Cc2ccc(OC)c(OC)c2)C1 (centres undefined)
46	4.9	0.0	0.3	5.2	-5.1	0.3	-6.7	6.6	-3.0	O=C(N/C(=C\c1ccccc1)C(=O)N1CCCCC1)c1ccco1
47	1.9	0.6	-1.2	3.5	0.2	0.5	3.4	-4.8	4.6	COCCNC(=O)CN(C(=O)CCC(=O)Nc1cc(C)on1)c1ccccc1C
